Lipid storage S3 – qHTS Assay for Lipid Storage Modulators in Drosophila S3 Cells | Drosophila S3 cells, BODIPY lipid droplet fluorescence, 18-24 h; cells fed with added oleic acid | lipid storage change, negative = inhibition, % at the top dose, mostly 46.1 µM; hits show Potency in µM | 0.64% of 320,000 active | AID 2685, 2010; active = well fitted inhibition curve with a large enough effect in the signal ratio, with a control signal flat, not every such curve was filed as active; inconclusive = small, poorly fitted or top-dose-only effect, or effect the other way, or a change in a side signal; the % refers to the signal ratio
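Drosophila S3 cells loaded with oleic acid (400 uM, as added) and compounds at several concentrations; lipid droplets imaged by 488-nm laser-scanning cytometry, 500–530 nm intensity and object ratio to cell channel. Percent activity normalized to 20 uM Triacsin C.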
Lipid storage S3 cell count max – further read-out of Lipid storage S3, marked with its call; cell number change, %; measured here: cell count max response;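 cells counted by Cell Tracker Red CMTPX staining in the red channel; peak over a dose series mostly up to 46.1 µM; percent activity relative to internal control wells on each plate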
The depositor's hits bear a star; i = inactive; ? = inconclusive; . = not tested or not shown. % is scaled to controls: 0 for no effect and ±100 for the full control effect; potency is read from the fitted curve at half-maximal effect.

SMILES	Lipid storage S3	Lipid storage S3 cell count max
COc1cccc(CSc2nc3ccncc3[nH]2)c1	17%	-4
CCOc1ccc(CN2CCNC(=O)C2CC(=O)NCc2csc(C)n2)cc1 (stereo not drawn)	4%	14
COCc1cc(C)nc(NCCO)c1C#N	?	.
O=C(NCCC(=O)N1CCCC(C(F)(F)F)C1)c1ccc(Br)cc1 (stereo not drawn)	?	.
CCOc1ccc(/C=N/Nc2ccccn2)cc1OC	?	.
Cc1nc2c(cnn2-c2ccccc2)c(=O)[nH]1	0%	-9
COc1ccc(-c2cc(C(F)(F)F)nc(NCc3cccs3)n2)cc1	?	.
Cc1[nH]nc2c1C(c1c[nH]c3ccccc13)C(C#N)=C(N)O2 (stereo not drawn)	16%	7
CCOc1ccc(CN2CCN(c3cc(C)nc4c5c(C)cc(C)nc5nn34)CC2)cc1	?	.
CCCn1c(SCC(=O)Nc2c(CC)cccc2CC)nnc1C(C)C	?	.
O=C(COC(=O)c1ccccc1Cl)NC1CCCCCCC1	?	.
Cc1cccc(Nc2nnc(SCC3CCCCO3)s2)c1C (stereo not drawn)	?	.
COc1ccc(N2C(=O)CN(Cc3ccc(OC)c(OC)c3)C2=S)cc1	-2%	10
CCOc1ccc(N(C(C)C(=O)Nc2ccc(OC)cc2)S(C)(=O)=O)cc1 (stereo not drawn)	24%	7
COc1ccc(OC)c(/C=C/C(=O)N2CCN(S(=O)(=O)c3ccc(C)cc3C)CC2)c1	?	.
COC(=O)C1CCN(c2ccc([N+](=O)[O-])cc2[N+](=O)[O-])CC1	-10%	13
Cc1ccc(NC(=O)CSC2=NCCN2)cc1	10%	20
O=C(CCc1ccccc1)Nc1ccc(F)c([N+](=O)[O-])c1	?	.
COc1cc(-c2nc(-c3cccnc3)no2)cc(OC)c1OC	?	.
CCOC(=O)c1c(NC(=O)COC(=O)c2ccc([N+](=O)[O-])cc2)sc(C(=O)N(C)C)c1C	?	.
c1ccc(-c2ccccc2OCCCCn2ccnc2)cc1	?	.
Cc1ccc2nc(-c3ccc(NC(=O)CNC4CC4)cc3)sc2c1	?	.
COc1ccc(-c2nc(N3CCCC3)[nH]c(=O)c2C#N)cc1	-1%	-3
Nc1nonc1-c1noc(CCCN2C(=O)c3ccccc3C2=O)n1	15%	-19
CCS(=O)(=O)c1nc(S(=O)(=O)c2ccc(Cl)cc2)c(N2CCC(O)CC2)s1	i	.
O=C(O)C(O)C(O)c1nc2ccccc2[nH]1 (stereo not drawn)	15%	.
CC(C)c1ccc(NC(=O)NC2CCN(CC(=O)Nc3cccc4ccccc34)CC2)cc1	?	.
COc1ccc2nc3oc(C(=O)N4CCN(c5cccc(Cl)c5)CC4)cc3cc2c1	i	.
CCOC(=O)Cc1csc(NS(C)(=O)=O)n1	?	.
O=C(NCCO)C(=O)NCC1OCCCN1S(=O)(=O)c1cccs1 (stereo not drawn)	?	.
COc1ccc(-c2nc3ncccc3o2)cc1NC(=O)c1ccco1	?	.
C/C(=N\Nc1nc2ccccc2[nH]1)c1ccc2c(c1)OCO2	?	.
S=C(Nc1cccnc1)N1CCCCC1	?	.
CCCc1cc(Nc2ccc(C)cc2)n2ncnc2n1	?	.
CCn1cc(Br)c(C(=O)Nc2cccc(SC)c2)n1	?	.
CN1CC(=O)N(C)c2nc(Br)n(C)c2C1=O	15%	.
CC(C)OCCCN(C)C1CCN(S(=O)(=O)c2ccc(-c3cc(C(F)(F)F)no3)s2)CC1	?	.
COc1ccc(CN=C2NN=C(c3ccccc3)CS2)cc1	1%	-13
O=C(c1ccco1)N1CCN(S(=O)(=O)c2ccc(Br)cc2)CC1	i	11
COCCCNC(=O)c1oc2ccc(S(=O)(=O)N(C)C3CCCCC3)cc2c1C	5%	-7
COC(=O)C1CC(O)CN1C(=O)NC1CCCCC1 (stereo not drawn)	?	.
COc1ccc(CCNC(=O)COC(=O)/C=C/c2cccs2)cc1	-17%	-23
Cc1c(NS(=O)(=O)c2ccc(S(=O)(=O)c3ccccc3)s2)c(=O)n(-c2ccccc2)n1C	14%	0
CCOc1cc(/C=N/NC(=O)c2cccnc2)ccc1OC(=O)c1ccco1	-12%	-16
Oc1ccc(O)c(Cc2nc3ccccc3[nH]2)c1	?	.
C#CCOCCOCCOCCNc1nc(N2CCN(C(=O)CCCCCCCCCCNC(=O)Cn3cc(CCCCCN)nn3)CC2)nc(N2CCN(C(=O)CCCCCCCCCCNC(=O)[C@@H](CCSC)n3cc(CCO)nn3)CC2)n1	?	.
O=C(O)c1cc(-c2ccccc2)n(-c2ccccc2C(=O)O)n1	-2%	-9
Cc1ccc(-c2csc(NC(=O)C[n+]3cc(-c4ccc(C)cc4)n4c3CCC4)n2)cc1	?	.
OC(COc1ccc(Br)cc1)CN1CCC(Cc2ccccc2)CC1 (stereo not drawn)	?	.
CCOc1ccc(C(=O)NC(=S)Nc2ccc(NC(=O)C(C)C)cc2)cc1[N+](=O)[O-]	-11%	8
O=C(/C=C/c1cn(-c2ccccc2)nc1-c1cccnc1)c1ccco1	?	.
CSc1ccc(S(=O)(=O)NCC(=O)OCC(=O)N(C)CC(=O)Nc2ccccc2Cl)cc1[N+](=O)[O-]	?	.
CN(CC(=O)Nc1ccc(Cl)c(C(F)(F)F)c1)C(=O)C1(c2ccccc2)CC1	?	.
C=CCN(c1ccccc1)S(=O)(=O)c1ccc2c(c1)NC(=O)C(C)S2 (stereo not drawn)	?	.
N#C/C(=C\c1ccc(-c2ccc(C(=O)O)cc2)o1)c1nc2ccccc2[nH]1	?	.
Clc1ccc2[nH]c3c(c2c1)CCc1cn[nH]c1-3	?	.
CCN(CC)S(=O)(=O)c1ccc2oc(C(=O)N3CCOCC3)c(C)c2c1	i	.
COc1ccc(S(=O)(=O)N2CCC(C(=O)NCc3ccco3)CC2)cc1	-23%	.
O=C(CCCn1c(=S)[nH]c2ccccc2c1=O)N1CCN(c2cccc(Cl)c2)CC1	?	.
CCOC(=O)C(C)N1N=C(/C=C/c2ccc(OC)cc2)CCC1=O (stereo not drawn)	10%	-1
Continuation:
SMILES	Lipid storage S3	Lipid storage S3 cell count max
Cc1ccccc1C(=O)NNS(=O)(=O)c1cccc([N+](=O)[O-])c1	?	.
Cc1cc2c(cc1C)[n+](C)cn2CC(O)COCc1ccccc1 (stereo not drawn)	?	.
CN(C)CCn1c2c(c(SCC(=O)N3CCc4ccccc43)nc1=O)CCCC2	25%	2
CN(C)c1ccnc(Nc2ccccc2)c1C#N	3%	6
COc1ccc(OC)c(CCNC(=O)CCc2nnc3ccc(N4CCOCC4)nn23)c1	?	.
COc1ccc(CNC(=O)CSc2nc3ccc(C)cc3[nH]2)cc1OC	?	.
COc1cc(Cl)c(C)cc1NC(=O)CSc1cc(Cl)ccc1Cl	?	.
CC(C)(C)C(=O)NCCCc1nc2ccccc2n1CCCOc1ccc(Cl)cc1	-14%	-12
CCN1CCN(c2nc(-c3ccncc3)nc3ccccc23)CC1	13%	-4
C=CCn1cc(C(=O)NCCOC)c(=O)c2cc(S(=O)(=O)N(CC)CC)ccc21	i	.
Cc1occc1C(=O)N/N=C/c1ccc(N(C)C)cc1	0%	19
O=C(CN1c2ccccc2S(=O)(=O)c2ccccc21)NCc1ccc(F)cc1	23%	-12
CC1(C)C(=O)Nc2ccccc2N1C(=O)c1ccc([N+](=O)[O-])cc1	-4%	-3
CCn1c(-c2cc(-c3ccc(C)c(C)c3)nc3ccccc23)n[nH]c1=S	16%	1
O=C(O)c1ccc(-n2nnnc2SCc2cccc(Br)c2)cc1	4%	16
O=C(Nc1ccc(F)cc1F)N1CCC(c2nc3ccccc3o2)CC1	?	.
COc1ccc(O)c(C(=O)c2cc(C#N)c(=O)n(-c3c(C)n(C)n(-c4ccccc4)c3=O)c2)c1	2%	-7
COc1ccccc1CNCC(=O)Nc1cc(S(=O)(=O)N2CCCCCC2)ccc1Cl	-2%	11
CN(Cc1ccccc1)c1ncnc2c1cnn2-c1ccccc1	i	.
NNC(=O)COc1ccc(C(F)(F)F)cc1	?	.
CC(Cc1ccsc1)NC(=O)CCc1nnc(COc2ccccc2)o1 (stereo not drawn)	?	.
CCN1/C(=C/c2ccc3cc(C)ccc3[n+]2C)Sc2ccc3sccc3c21	?	.
COc1ccc(-c2cc(C(=O)OCC(=O)c3c(N)n(C)c(=O)n(C)c3=O)c3ccccc3n2)cc1	?	.
CC(=O)c1ccc(NC(=O)CCn2c(=O)oc3ccccc32)cc1	14%	.
CCCc1cc(=O)[nH]c(SCC(=O)NCCCC(=O)OCC)n1	?	.
COc1cc(CCN2C(=O)N[C@@H](c3cccc(C(F)(F)F)c3)C(C(C)=O)=C2C)cc(OC)c1OC	?	.
CCOc1ccc(CNC(=O)CCS(=O)(=O)Cc2ccc(C)cc2)cc1OC	0%	15
CNc1cccccc1=S	-5%	-18
COc1cccc(NC(=O)COC(=O)CCC2CCCC2)c1	?	.
CC(=O)C1=C(O)C(=O)N(CC#N)C1c1cccs1 (stereo not drawn)	-25%	-22
O=c1[nH]c2ccccc2cc1CN(c1ccccc1)S(=O)(=O)c1ccccc1	?	.
Cn1c(=O)c2c(ncn2CC(=O)N2CCCCCC2)n(C)c1=O	2%	8
CC(=NCc1ccco1)C1=C(O)c2ccccc2C1=O	19%	-4
O=C(CN1CCOc2ccccc21)NCc1ccc(Cl)cc1	12%	1
Cc1cc(C)cc(C(=O)NCC(=O)OCC(=O)N(C)c2ccccc2)c1	?	.
C#CCNC(=O)C1=C[C@@H](c2ccccc2)[C@H](CCCO)[C@@H](OCC)O1	0%	8
CC1(C)NC(=O)N(CCOCCOc2cccc(Oc3ccccc3)c2)C1=O	?	.
COCCNC(=S)NNC(=O)c1cc(C2CC2)nc2ccccc12	4%	25
O=c1c(Cc2ccccc2)c(O)ccn1Cc1ccco1	3%	25
CCN1C(=O)CC(N2CCC(C(=O)OC)CC2)C1=O (stereo not drawn)	?	.
O=C(CSc1ncccc1-c1nc2ccccc2[nH]1)NC1CC1	13%	-10
Cn1cccc1C(=O)NCC1CCCCC1	?	.
Cc1ccc(C2=[N+]([O-])C3(CCCCC/C3=N\O)N(O)C2(C)C)o1 (stereo not drawn)	?	.
COCCN(C(=S)Nc1cccc(OC)c1)C1CCN(C(C)=O)CC1	11%	-2
COc1ccc(C(=O)NCCc2nnc3ccc(SCC(=O)NCc4ccccc4)nn23)cc1	19%	18
Cc1ccc(NC(=S)NN(C)c2cc(C)nc(C)n2)cc1	?	.
CC(C(=O)NCc1ccccc1)N1C(=O)CN(C)C(=O)c2ccccc21 (stereo not drawn)	6%	11
COc1ccc(NC(=O)CN(C)C(=O)Cc2c[nH]c3ccccc23)cc1	?	.
O=C(C1CCC(=O)N1Cc1ccccc1Cl)N1CCN(c2cccc(Cl)c2)CC1 (stereo not drawn)	-5%	-6
Cn1c(=O)c(-c2ccccc2[N+](=O)[O-])c(Cl)c2ccccc21	-3%	-14
COc1ccc(CCN2C(=O)NC(NC(=O)C(C)(C)C)(C(F)(F)F)C2=O)cc1OC (stereo not drawn)	6%	-2
O=C(NCc1ccco1)c1ccccc1NS(=O)(=O)c1ccc(Br)s1	?	.
O=c1c2ccccc2ncn1CCCCOc1ccc(Br)cc1	?	.
Cc1[nH]nc2c1C(=O)CCC2	?	.
C/C(=C\C(=O)C(F)(F)F)Nc1ccc(C)cc1	?	.
CC(C)CN(C(=O)COC(=O)Cc1ccc(Cl)cc1)c1c(N)n(Cc2ccccc2)c(=O)[nH]c1=O	?	.
COc1ccccc1CNC(=O)c1cn(C)c2ccc(S(=O)(=O)N3CCCC3)cc2c1=O	?	.
CSc1nccc(NC(=O)c2ccc(C(C)(C)C)cc2)n1	?	.
Cc1cc(OCC(=O)Nc2ncn[nH]2)ccc1Cl	?	.

From PubChem BioAssay

These rows are one share of the data (hit frequency here may not be typical).
